Screening data as filed in PubChem BioAssay.
p53ts 32C kill: p53ts cell cytotoxicity, permissive temperature | actives 0.93% (n = 130,000) | H1299-p53A138V at 32C, ATP luminescence viability, 24 h | Potency, µM (series often up to 46.1 µM), for inactives: top-dose activity change, negative = cytotoxicity, actives largely listed as cytotoxic;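 also: 0% = DMSO and -100% = full killing by reference compound; nearly all actives have a fitted effect of over 55% in size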
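ATP-content luminescence (ATPlite) read-out after 24 h compound exposure at 32C in H1299-p53A138V cells (600/well). Tested up to 46 uM. Normalized to DMSO (0%) and 100 uM tamoxifen (100% killing); Hill-fit AC50.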
IkB signaling: IkB pathway inhibition in ABC-DLBCL cells; ABC-DLBCL IkBa-CBG/CBR dual luciferase ratio, 4 h; response scale: scaled: untreated 0%, proteasome inhibitor 100%; Potency, µM (top dose mostly 57.1 µM), for the others: top-dose IkBa stabilization activation; actives 0.04% (n = 110,000); AID 445; active = well fitted curve in the direction sought with a large enough effect in the signal ratio, not every such curve was filed as active; inconclusive = small, poorly fitted or top-dose-only effect, or a change in a side signal; the % refers to the signal ratio;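 also: the direction sought is a rising ratio; 0% = basal untreated cells and 100% = reference inhibitor full response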
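Curves were fitted separately to fusion (green), unfused (red) and ratio luminescence, then classed by r2, magnitude and activity. Cells: OCI-Ly3, 4 h compound plus doxycycline at 37C; 10 uM MG-132 defined full response.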
p53ts 39C kill: cytotoxicity in p53ts cells at nonpermissive temperature; H1299-p53A138V viability at 39C, ATP luminescence, 24 h; actives 1.5% (n = 130,000); Potency, µM (doses to about 46.1 µM), for inactives: at the highest dose activity change, negative = cell killing, actives largely listed as cytotoxic; also: nearly all actives have a fitted effect of over 55% in size
Peg3 imprint: induces erasure of genomic imprints in mouse ES cells | mouse ES Peg3-LacZ reporter, beta-gal luminescence, 40 h | Potency, µM (highest dose often 60.7 µM), for inactives: top-dose activity change, positive = activation, most hits filed as activators | actives 0.02% (n = 110,000);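 also: 0% = negative control wells on the plate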
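Readout: BetaGlo luminescence (5 min, room temp) for LacZ from the normally silent maternal Peg3 allele in female Peg3LacZ-Neo ES cells. Cells 300/well, 40 h, 37C, 5% CO2. Data normalized per plate to negative controls.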
Starred values were filed as active, the others as inactive; u = inconclusive; x = not tested or not shown; & = joins results of further samples; [ ] = another dose, or the depositor's remark. Unless noted, calls follow the shape of the dose curve; as a rule, active = well fitted curve in the direction sought with a large enough effect; inconclusive = small, poorly fitted or top-dose-only effect, or another doubt; inactive = no such curve, though single readings can be large; an effect the other way counts as inactive or inconclusive. Unless noted, % is scaled to controls: 0 for no effect and ±100 for the full control effect; potency is read from the fitted curve at half-maximal effect.

Letter code: A = p53ts 32C kill; B = IkB signaling; C = p53ts 39C kill; D = Peg3 imprint
Structure: CC(=O)c1ccc(NC(=O)CN(C)S(=O)(=O)c2cc3c(cc2C)NC(=O)CO3)cc1
  A: 8.3%	B: 0.8%	C: -13.5%	D: -12.8%[10.9 µM]

Structure: Cc1ccc(/C=C/C(=O)Nc2ccc(Cl)cc2Cl)cc1
  A: -5.2%	B: -0.9%	C: 37.1%[activator]	D: -13.0%[10.9 µM]

Structure: CSCC[C@H](NC(=O)OC(C)(C)C)c1nnc(SCc2cccc(F)c2)o1
  A: 13.7%	B: 1.3%	C: 0.4%	D: -16.8%

Structure: O=C(Oc1cccc2cccnc12)c1ccco1
  A: -0.4%	B: x	C: 8.1%	D: x

Structure: Cc1ccc(C2=Nc3ccccc3N(CC(=O)Nc3ccccc3C)C(=O)C2)cc1C
  A: -22.1%	B: -2.6%	C: u	D: -16.8%[10.9 µM]

Structure: O=C(Nc1ccccc1-c1nnn(CC(=O)N2CCCc3ccccc32)n1)c1ccco1
  A: -2.3%	B: u	C: -8.3%	D: -18.8%

Structure: COC(=O)c1cccc(CN2C(=O)SC(Nc3ccc(Br)cc3)C2=O)c1 (stereo not drawn)
  A: 1.6%	B: 0.0%	C: -7.1%	D: 10.2%[10.9 µM]

Structure: COc1ccc(CCNC(=O)C(=O)NCC(c2cccs2)S(=O)(=O)c2ccc(F)cc2)cc1 (stereo not drawn)
  A: 9.3%	B: 8.0%	C: -3.7%	D: -12.3%[10.9 µM]

Structure: O=C(c1cnc(N2CCCCC2)c2ccccc12)N1CCN(c2ccc(F)cc2)CC1
  A: 9.7%	B: -2.4%	C: u	D: -7.0%[10.9 µM]

Structure: CC(C)(C)C(=O)[C@@H]1[C@@H]2C(=O)N(c3ccc4c(c3)OCCO4)C(=O)[C@@H]2C2c3ccccc3C=CN21 (stereo partly drawn)
  A: 2.2%	B: u	C: 3.1%	D: -14.4%

Structure: Cc1ccccc1CN1CCC(CNC(=O)c2c(C)oc3ncnc(N4CCCCC4)c23)CC1
  A: -3.5%	B: 0.0%	C: 2.3%	D: -3.0%[10.9 µM]

Structure: COC(=O)C(C)n1cnc2c(nnn2Cc2ccc(Cl)cc2)c1=O (stereo not drawn)
  A: -2.1%	B: -1.1%	C: -4.2%	D: -8.2%

Structure: Cc1ccc2nc(-c3ccccc3O)c(Nc3ccccc3C)n2c1
  A: 2.2%	B: 6.0%	C: -28.7%	D: -5.3%[10.9 µM]

Structure: N#CCCn1c(=O)c(-c2ccc(F)cc2)nc2cnc(N3CCOCC3)nc21
  A: -0.3%	B: -0.5%[11.4 µM]	C: -10.3%	D: 1.1%

Structure: C=CCOc1cccc(C2/C(=C(/O)c3ccc(F)cc3)C(=O)C(=O)N2CCN2CCOCC2)c1 (stereo not drawn)
  A: -8.2%	B: 1.7%	C: 2.3%	D: -16.6%

Structure: COC(=O)c1ccc(NC(=O)CCN2CCCCC2)cc1
  A: -7.5%	B: 0.3%	C: -6.8%	D: -8.7%

Structure: O=C(CSc1nc2c(cnn2-c2ccc(F)cc2)c(=O)[nH]1)Nc1ccccc1C(F)(F)F
  A: 0.0%	B: u	C: 8.0%	D: 5.9%[10.9 µM]

Structure: COc1ccc(N2CCN(C(=O)CSc3nnc4n3C(C)(C)Cc3ccccc3-4)CC2)cc1
  A: -2.5%	B: 3.7%	C: 1.0%	D: x

Structure: Cc1ccc(S(=O)(=O)C2(C(=O)Nc3cccc(F)c3)CC2)cc1
  A: 11.3%	B: 3.4%	C: -9.2%	D: -13.3%

Structure: CC(=O)Nc1ccc2nc(SCCOc3ccccc3Cl)sc2c1
  A: -10.5%	B: u	C: -17.4%	D: -7.0%[10.9 µM]

Structure: Cn1c(C(=O)NCc2ccccc2F)cc2oc3ccccc3c21
  A: u	B: u	C: -25.4%	D: -12.0%[10.9 µM]

Structure: O=C(CSCCN1C(=O)c2ccccc2C1=O)Nc1ccc2ccccc2c1
  A: -10.0%	B: x	C: 9.2%	D: x

Structure: O=C(Nc1nccs1)c1ccc(COc2ccccc2Br)o1
  A: 7.1%	B: u	C: -3.4%	D: -23.6%

Structure: CC(=O)c1c(C)oc2c1cc(NS(=O)(=O)c1ccc(C(C)(C)C)cc1)c1ccccc12
  A: 20.0%	B: u	C: 6.7%	D: -12.3%[10.9 µM]

Structure: CCCCc1ccc(-c2ccc(Br)cc2)nc1
  A: 4.4%	B: x	C: 37.1%	D: x

(next part)
Every second line gives: p53ts 32C kill | IkB signaling | p53ts 39C kill | Peg3 imprint
Cc1cccc(OCC(=O)OC2CCN(C)CC2)c1
→ 5.4% | x | 2.7% | x
CC(C)CCn1c(SCc2cccc(F)c2)nc2ccsc2c1=O
→ -4.1% | -1.7% | -26.2% | -4.4%[10.9 µM]
CCc1ccc2occ(CC(=O)Nc3c(C(=O)c4ccccc4)oc4ccccc34)c2c1
→ 0.2% | -1.6% | 13.5% | 2.4%[10.9 µM]
CCSCCOC(=O)C1=C(C)NC2=C(C(=O)CCC2)C1c1coc2ccccc2c1=O (stereo not drawn)
→ 5.5% | -1.9% | -2.5% | -7.0%
CCOc1ccc(NC(=O)C(C)SC(N)=O)cc1 (stereo not drawn)
→ -9.8% | u | -21.5% | -28.2%
COc1ccc(CCNc2nc3c(-c4cccc(C)c4)nnn3c3ccccc23)cc1OC
→ 3.1% | u | -3.7% | -9.7%[10.9 µM]
CCCC(=O)NC(C)c1nc2ccccc2n1C(C)C (stereo not drawn)
→ -7.6% | 2.5% | -20.7% | -11.4%
CCOC(=O)C1=C(C)NC(=O)C(C(N)=O)C12CCCCC2 (stereo not drawn)
→ 3.5% | 0.3% | 0.0% | -0.3%
CCOC(=O)c1c(NC(=O)COc2ccc(C)cc2C(C)(C)C)sc2c1CCC(C)C2 (stereo not drawn)
→ -4.2% | 0.5% | 14.1% | -12.4%[10.9 µM]
CCOC(=O)C1CCCN(c2cc(=O)n(-c3ccccc3Cl)c(=O)[nH]2)C1 (stereo not drawn)
→ 2.3% | 4.0% | -1.7% | 2.6%
CC(=O)Nc1ccc(NC(=O)CSc2nc3ccccc3nc2N2CCC(C)CC2)cc1
→ -7.5% | u | 7.8% | 8.9%[10.9 µM]
O=C(/C=C/c1ccccc1)c1ccc(O)cc1
→ 6.7% | x | -5.1% | -57.0%[inhibitor]
CCOC(=O)c1cc2ccc3ccccc3c2s1
→ -9.0% | x | 3.0% | x
COc1cccc(-n2nnc(-c3nc(-c4cccs4)no3)c2N)c1
→ -12.0% | -0.6% | 0.7% | -9.0%[10.9 µM]
Nc1nc2c(c(=O)[nH]1)CN(c1ccc(S(N)(=O)=O)cc1)CN2
→ 7.6%[9.22 µM] | -0.1%[11.4 µM] | 3.2%[9.22 µM] | -8.0%[10.9 µM]
CC(C)(C)c1ccc(CSc2nc3c(c(=O)[nH]2)CCCC3)cc1
→ -3.9% | -0.8% | -3.0% | -13.2%[10.9 µM]
CCSc1n[nH]c(=O)[nH]c1=O
→ -0.6% | -1.5% | 9.5% | -3.9%
Cc1ccc2nc(-c3ccc4c(c3)OCCO4)cc(C(=O)O)c2c1
→ 15.8µM* | u | 10µM* | -27.9%
CCOC(=O)c1sc2nc(SCC#N)n(CCCN3CCCC3=O)c(=O)c2c1C
→ 11.4% | -1.7% | 3.8% | -27.2%
COC(=O)c1ccccc1COn1c(=O)c(C)[n+]([O-])c2ccccc21
→ 6.5% | 1.3% | 17.9% | -4.2%
O=C(CSc1nc2ccsc2c(=O)n1NC(=O)c1ccccc1)NCc1ccco1
→ -3.1% | 2.8% | -7.4% | -9.0%
COC(=O)C1=C(CS(=O)(=O)c2ccc(C)cc2C)NC(=O)NC1c1ccc(C)cc1 (stereo not drawn)
→ -9.1% | u | u | -19.2%[10.9 µM]
COc1cc(OC)nc(NC(=O)C(C)C)n1
→ 3.6% | 1.9% | 5.1% | -10.4%
O=C(NC1CC(=O)N(c2ccccc2)C1)c1ccco1 (stereo not drawn)
→ 2.4% | 0.6% | -7.2% | 5.9%[10.9 µM]
COc1ccccc1Cc1nc2ccccc2nc1SCC(=O)Nc1cc(Cl)ccc1OC
→ 3.3% | 5.6% | -13.1% | -2.9%[10.9 µM]
CCc1nc(SCC(N)=O)c2c(=O)n(C)c(=O)n(C)c2n1
→ -6.2% | -1.0% | 8.7% | -7.5%
CCCCCn1c(=O)[nH]c2cc(C(=O)N3CCN(c4cccc(Cl)c4)CC3)ccc2c1=O
→ 1.3% | u | -9.7% | -13.4%[10.9 µM]
Cn1nc(C(=O)N2CCN(c3ccccc3)CC2)c2c1-c1ccccc1S(=O)(=O)C2
→ 4.4% | u | 12.0% | -13.0%[10.9 µM]
CCN(CC)c1cc(NC2CCCCC2)c2c3c(onc13)-c1ccccc1C2=O
→ -18.5% | u | -11.0% | -2.7%[10.9 µM]
Cc1c(Nc2nc3ccccc3nc2N2CCN(c3ccccc3)CC2)c(=O)n(-c2ccccc2)n1C
→ -2.3% | 4.5% | 9.8% | -11.1%

Record cards, from the list above. Screens in order: p53ts 32C kill, IkB signaling, p53ts 39C kill, Peg3 imprint
Shown for COc1cc(OC)nc(NC(=O)C(C)C)n1 : 3.6%, 1.9%, 5.1%, -10.4%
Shown for COC(=O)c1cccc(CN2C(=O)SC(Nc3ccc(Br)cc3)C2=O)c1 (stereo not drawn) : 1.6%, 0.0%, -7.1%, 10.2%[10.9 µM]
Shown for Nc1nc2c(c(=O)[nH]1)CN(c1ccc(S(N)(=O)=O)cc1)CN2 : 7.6%[9.22 µM], -0.1%[11.4 µM], 3.2%[9.22 µM], -8.0%[10.9 µM]

Next part.
Every second line gives: p53ts 32C kill | IkB signaling | p53ts 39C kill | Peg3 imprint
Cc1ccc(N(CC(=O)N2CCN(c3ccccc3F)CC2)S(=O)(=O)c2c(C)noc2C)cc1
→ -4.2% | u | u | -4.4%[10.9 µM]
COc1ccccc1-c1noc(-c2ccco2)n1
→ u | 1.7% | -23.5% | -80.8%[inhibitor]
O=C(NCc1ccc2c(c1)OCO2)c1ccc2c(c1)C(=O)N(CC1CCCO1)C2=O (stereo not drawn)
→ 0.3% | -0.7% | 7.3% | -19.7%
CCC(C)(C)n1nnnc1C(c1ccc(N(C)C)cc1)N1CCN(C2CCCCC2)CC1 (stereo not drawn)
→ -7.1% | -2.5% | 7.8% | x
Cc1ccc(S(=O)(=O)N2CCC(C(=O)N[C@@H](C)C(=O)NC3CCCCC3)CC2)cc1
→ -5.1% | -0.2% | 11.4% | 4.7%
COC(=O)[C@H](NC(=O)c1cc(-c2ccccc2)nc2ccccc12)c1ccccc1
→ -0.1% | u | -10.9% | -13.4%&-13.2%
O=c1cc(CO)oc(CN2CCN(c3ccccc3)CC2)c1O
→ -1.0% | 1.6% | -8.6% | -8.6%
O=C(NCCc1cccs1)c1ccc(Cn2c(SCc3ccc(F)cc3)nc3cccnc32)cc1
→ 12.6µM* | u | 15.8µM* | -12.6%[10.9 µM]
Cc1ccc(S(=O)(=O)NCCC(=O)OCn2nnc3ccccc3c2=O)cc1
→ -2.4% | 0.5% | -3.0% | 10.8%
CCn1c2ccccc2c2cc(NC(=O)C3CCN(S(=O)(=O)c4cccs4)CC3)ccc21
→ 9.2% | 0.9% | 3.0% | -11.0%

Four structures already listed, ordered by molar mass, smallest number first:
Every second line gives: p53ts 32C kill | IkB signaling | p53ts 39C kill | Peg3 imprint
O=C(NCc1ccc2c(c1)OCO2)c1ccc2c(c1)C(=O)N(CC1CCCO1)C2=O (stereo not drawn)
→ 0.3% | -0.7% | 7.3% | -19.7%
Cc1ccc(S(=O)(=O)N2CCC(C(=O)N[C@@H](C)C(=O)NC3CCCCC3)CC2)cc1
→ -5.1% | -0.2% | 11.4% | 4.7%
CCC(C)(C)n1nnnc1C(c1ccc(N(C)C)cc1)N1CCN(C2CCCCC2)CC1 (stereo not drawn)
→ -7.1% | -2.5% | 7.8% | x
O=C(NCCc1cccs1)c1ccc(Cn2c(SCc3ccc(F)cc3)nc3cccnc32)cc1
→ 12.6µM* | u | 15.8µM* | -12.6%[10.9 µM]
